# PV pol inh: poliovirus RNA polymerase inhibition; P03300; poliovirus polymerase elongation, fluorescence polarization; hits give low values; % elongation, % (compound at 16.7 µg/mL); hit rate 0.66% among 150,000; in the data active = % elongation below about 90%; note: some results filed as inactive read as strong as hits
# Target sequence (P03300 1749-2209 limits assumed): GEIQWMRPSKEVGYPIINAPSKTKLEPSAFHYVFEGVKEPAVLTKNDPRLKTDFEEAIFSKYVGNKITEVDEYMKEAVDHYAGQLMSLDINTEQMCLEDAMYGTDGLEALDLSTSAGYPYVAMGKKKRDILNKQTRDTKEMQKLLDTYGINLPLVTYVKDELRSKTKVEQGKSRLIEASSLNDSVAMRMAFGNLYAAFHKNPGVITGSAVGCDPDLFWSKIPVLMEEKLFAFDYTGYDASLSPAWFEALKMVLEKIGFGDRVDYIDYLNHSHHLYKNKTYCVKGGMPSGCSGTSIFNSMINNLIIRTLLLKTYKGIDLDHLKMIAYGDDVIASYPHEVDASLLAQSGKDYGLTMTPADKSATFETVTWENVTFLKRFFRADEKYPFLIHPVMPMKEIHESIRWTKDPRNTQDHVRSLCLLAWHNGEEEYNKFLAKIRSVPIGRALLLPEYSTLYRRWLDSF
# PV pol inh FP z-score: further read-out of PV pol inh, marked with its call; z-score; measured here: FP z-score; hits read low
# An asterisk follows results filed as active; & = joins results of further samples. An excerpt, so the mix of outcomes need not match the whole.
SMILES,PV pol inh,PV pol inh FP z-score
O=C(OCc1ccco1)c1sc2ccccc2c1Cl,101,0.3
CCN1CCN(CCCNC(=O)Cn2nc(C)n3c(cc4c(OC)cccc43)c2=O)CC1,108,0.7
O=C(NNc1ccc(OC(F)(F)F)cc1)C1CCCCC1,101,-0.2
Cc1cccc(N2CCN(C(=O)CCn3c(=O)c4cccn4c4cccnc43)CC2C)c1 (centres undefined),113,1
Cc1cc(C)c(C)c(OCCCSC#N)c1,101,0.6
CCc1ccccc1NC(=O)CCc1c(C)nc2cc(-c3ccccc3)nn2c1C,110,1.4
COc1ccc(Cl)cc1NC(=O)CN1C(=O)C(C)(C)c2cc(S(=O)(=O)N3CCCCC3)ccc21,104,-0.8
NS(=O)(=O)c1ccc(NC(=O)CCC2COc3ccccc3O2)cc1 (centres undefined),99,-0.4
COc1cc(/C=C2/N=C(c3ccccc3)N(C)C2=O)cc(OC)c1OC,108,0.6
CCOc1ccc(S(=O)(=O)N(C)c2ccc(OCC(=O)N(C)C3CCN(C)CC3)cc2)cc1,106,0.3
CS(=O)(=O)c1ccc(NC(=O)c2ccccc2-n2cnnn2)cc1,102,0.1
Cc1cc(C)c(Cn2c(=O)n(CCCCC(=O)NCc3ccccc3Cl)c(=O)c3ccccc32)c(C)c1,104,-0.5
CCN(CC)C(=O)NC(=O)c1c(C)cc(Cl)nc1Cl,104,0
CCCCc1cc(=O)oc2cc(OCC(N)=O)ccc12,101,-0.4
CCOC(=O)c1[nH]c(C)c(C(=O)NCCc2ccc(OC)c(OC)c2)c1CC,100,-0.6
CS(=O)(=O)c1[nH]nc(-c2ccccc2Cl)c1C#N,100,-0.7
COc1ccccc1CNC(=O)c1ccc(-c2nc(CS(=O)(=O)c3ccc(C)cc3)c(C)o2)cc1,103,-0.8
CCC(=O)Nc1ccc(C#N)cc1,108,0.4
COc1cccc(NC(=O)CN2C(=O)C3(SCC(=O)N3c3cc(C)cc(C)c3)c3ccccc32)c1 (centres undefined),100,-0.3
Cc1cc(=O)[nH]c2c1c(=O)[nH]n2C1CC(C)N(C)CC1C (centres undefined),102,0.1
O=C1c2ccccc2C(=O)N1CCc1c[nH]c2ccccc12,101,-0.2
S=C(NCCc1ccccc1)NCC(c1cccnc1)N1CCOCC1 (centres undefined),104,1
O=C(O)c1ccccc1Nc1cccc(C(F)(F)F)c1,99&99&101&100,-0.8&-0.3&0.5&0
Cc1nnc(SCC(=O)NCCc2ccco2)c2nn(-c3ccccc3)c(C)c12,102,0
CCN(CC)S(=O)(=O)c1cccc2cc(C(=O)O)c(O)cc12,101,0
COc1ccc(-c2noc(NCC3CCCO3)n2)cc1 (centres undefined),103,1.1
CC[C@@H]1/C=C/C=C/C[C@H](C)[C@@H](O)[C@](C)(O)C(=O)[C@H](C)[C@@H](O)[C@H](C)C(=O)[C@H](C)[C@@H](O)[C@H](C)/C=C/C(=O)O[C@H]2[C@@H](C)[C@@H](CC1)O[C@@]1(CC[C@@H](C)[C@@H](C[C@H](C)O)O1)[C@@H]2C,98&98,-0.4&0
O=C(CSc1nnc2n1CCCCC2)Nc1cccc2ccccc12,107,0.4
Cc1ccc2cc3cc(C(=O)N(C)c4ccccc4C)oc3nc2c1,113,1.2
COc1ccc(OCCNC(=O)c2nccnc2C(=O)O)cc1,103,0.1
COC(=O)c1ccc(C(=O)OC)c(NC(=S)N2CCCCC2C)c1 (centres undefined),103,0.8
Cc1cccc(-n2nnc(-c3nc(-c4cccs4)no3)c2N)c1,112,-0.3
CN1C(=O)N(C)C(=O)C(Cc2ccccn2)(Cc2ccccn2)C1=O,104,0.5
Cc1cc(/C=C2/SC(=O)N(C(C)C)C2=O)c(C)n1-c1ccncc1,98,-0.8
CCc1cccc(-n2c(=O)c3cccnc3n2CC(=O)Nc2ccc(OC)c(Cl)c2)c1,108,0.1
NC(=O)C(C(=O)/C=C/c1ccc(F)cc1)=C1SCS1,106,0.4
N#Cc1cccc2c1[nH]c1ccc(Cl)cc12,101,0.4
COc1ccc(OC)c(C2CC(=O)c3c([nH]c(C(=O)OC4CCC(C)CC4)c3C)C2)c1 (centres undefined),109,0.9
Cc1cccc(NC2CC(=O)N(c3cccc(Cl)c3)C2=O)c1 (centres undefined),101,0.1
Cc1cc(C)cc(NC(=O)N2CCC(N3CCN(Cc4ccccc4)C(=O)C3=O)CC2)c1,105,-0.4
CC12CCC(=O)N1C(C(=O)OCC(=O)N1c3ccccc3NC(=O)C1(C)C)CS2 (centres undefined),105,0.3
CN1C(=O)/C(=C/c2cn(CC(=O)N3CCOCC3)c3ccccc23)C(=O)NC1=S,104,0.8
CC1=NN(C(=O)c2ccccc2)C(O)(c2ccc(Cl)cc2)C1 (centres undefined),100,-0.6
O=C1CC2(CCN(C(=O)Cc3ccccc3)CC2)Oc2ccccc21,106,1.3
O=C1NCCN1CCNS(=O)(=O)c1ccc(N2C(=O)CCC2=O)cc1,101,-0.1
O=C(NCc1cn2ccsc2n1)Nc1ccc(Cc2ccc(NC(=O)NCc3cn4ccsc4n3)cc2)cc1,100,-0.2
CCN=C1SC(CC(=O)Nc2sc(C)c(C)c2C(=O)OCC)C(=O)N1CC (centres undefined),101,-0.1
Nc1ccnn1CC1CCCCC1,101,-0.2
CCOc1ncccc1C(=O)OCc1cc(=O)n2cc(Br)ccc2n1,106,0.4
CC(=O)Nc1cc(Cl)ccc1Nc1ccccc1,102,0.1
NS(=O)(=O)c1ccc(NC(=O)CN2CCCCCC2)cc1,104,0.3
COc1cccc(C(N)=O)c1OCC(=O)N(C1CCCCC1)C1CCCCC1,105,0.4
CCOC(=O)c1ccc2c(c1)sc1nc(-c3ccc(C)cc3C)cn12,105,0.9
Cc1cc(NC(=O)c2cccn2-c2nnc(N3CCCCC3)s2)ccc1Br,115,1.8
COc1ccc(NC(=O)Cn2c(-c3ccc(F)cc3)cc(C(C)=O)c2C)c(OC)c1,104,0
O=C(NCc1ccc(Cl)cc1)C(=O)NCC(c1ccc2c(c1)OCO2)N1CCOCC1 (centres undefined),104,-0.7
CCc1cccc(NC(=S)N(C)Cc2cn(C)c3ccccc23)c1,102,0
Cn1c(Cc2noc(-c3ccccc3)n2)nc2ccccc21,109,2.6
O=c1[nH]nc(N2CCSCC2)[nH]1,99,-0.9
CCOC(=O)c1[nH]c(CSc2nnc(-c3ccco3)n2-c2ccccc2)c(C(=O)OCC)c1C,104,0.4

# As a short view, 4 of the compounds above.
SMILES,PV pol inh,PV pol inh FP z-score
O=C(NCc1ccc(Cl)cc1)C(=O)NCC(c1ccc2c(c1)OCO2)N1CCOCC1 (centres undefined),104,-0.7
CCc1cccc(NC(=S)N(C)Cc2cn(C)c3ccccc23)c1,102,0
Cn1c(Cc2noc(-c3ccccc3)n2)nc2ccccc21,109,2.6
O=c1[nH]nc(N2CCSCC2)[nH]1,99,-0.9

# The results go on:
SMILES,PV pol inh,PV pol inh FP z-score
COc1ccc(OC)c(C2(O)CSC(=Nc3cccnc3)N2C2CC2)c1 (centres undefined),103,0
COc1ccc(NC(=O)CCSc2nc(-c3ccc(OC)cc3)cc(C(F)(F)F)n2)cc1,105,0.3
Cc1cc(N2CCCCC2)nc2ccc(NC(=O)CCC(=O)N3CCC(C)CC3)cc12,103,0.4
Cn1c(=O)c2c(nc(SCC(=O)NC3CCCCC3)n2C)n(C)c1=O,107,0.4
Cc1nn(CC(=O)Nc2ccc3c(c2)oc2ccccc23)c(=O)c2ccccc12,101,-0.5
N#Cc1c(N2CCOCC2)nc2c3c(nc4c(c13)CC(=O)N4c1cccc(Cl)c1)NC1(CCCCC1)N2,108,1.2
NC(=O)C1CCN(C(=O)c2cccc(NC(=O)c3nsc4ccccc34)c2)CC1,104,-0.8
O=C(Cc1nc2ccccc2n1C(=O)c1ccccc1)N1CCOCC1,99,-1.4
O=C(c1ccccc1)C1Oc2ccccc2OC1O (centres undefined),104,0.2
COC(=O)CNS(=O)(=O)c1ccc(I)cc1,102,-0.5
CCCNC(=O)C1CCCN(c2nc3c(C)cc(C)cc3s2)C1 (centres undefined),100,-1.5
Cc1nn(C)c2c1c(C(F)(F)F)cc(=O)n2C(C)C(=O)N1CCN(c2ccccc2)CC1 (centres undefined),114,2.1
c1csc(CN2CCN(Cc3cccs3)C2c2cccs2)c1,100,-0.3
O=C(NCCc1csc(-c2ccc(Cl)cc2)n1)c1ccco1,107,0.2
O=C(O)c1n[nH]nc1-c1ccccc1,102,0.1
Cn1nc(C(=O)NCc2ccc(Cl)cc2)c2c1-c1ccccc1SC2,114,0.4
Cc1ccccc1NC(=O)Nc1nnc(N2CCCC2)s1,98,-2
O=C(Nc1nn2cnnc2s1)C12CC3CC(CC(O)(C3)C1)C2,101,-0.3
Cc1ccc(Nc2c(-c3ccco3)nc3ccc(C)cn23)cc1,105,0
COc1ccc(CC(=O)NN2C(=O)CSCC2=O)cc1OC,101,-0.4
CCN(CC)c1ccc(O)c(/C=N/N2C(=O)/C(=C/c3ccco3)N=C2c2ccccc2)c1,43,-5.6
CC(C)CN1CCOC(CNC(=O)Nc2ccc(Cl)c(Cl)c2)C1 (centres undefined),108,-0.2
O=C(Nc1ccc2c(c1)oc1ccccc12)c1cccs1,101,-0.1
O=C(c1ccccc1)c1ccc(OCC(O)CN2C(=O)c3ccccc3C2=O)cc1 (centres undefined),103,0.2
CCOc1ccc(NC(=O)Cn2c(=O)n(-c3ccccc3)c(=O)c3ccc(C(=O)NCc4ccc5c(c4)OCO5)cc32)cc1,101,-0.5
CC1CN(C(=O)CSc2ncc(C(F)(F)F)cc2Cl)CC(C)O1 (centres undefined),101,-0.2
O=C(O)C1C2C=CC(O2)C1C(=O)Nc1ccccc1 (centres undefined),103,0.5
C[N+](C)(C)CCCCCC[N+](C)(C)C,99&101,-0.2&0.3
COc1ccc(C2=CSC3=C(C(=O)c4cc(OC)c(OC)c(OC)c4)CCN23)cc1,114,1.2
CCCc1cc(=O)[nH]c(SCCOC(=O)c2ccccc2)n1,104,0.2
CCOC(=O)N1CCc2c(sc3c2c(=O)n(-c2ccc(CC)cc2)c(=O)n3Cc2cccc(OC)c2)C1,103,-0.4
COc1ccc(/C=C/C(=O)N2c3ccccc3CC2C)cc1OC (centres undefined),105,1.5
CCCn1c(N2CCN(C(=O)N3CCCCC3)CC2)nc2ccccc21,91,-3.9
O=C(NC1CCCCC1)c1cc(-c2ccccn2)nc2ccccc12,102,0.1
O=C(CSc1nnc(COc2ccccc2)o1)N1CCCC1,101,-0.3
COc1cc(CNCCCSc2nnnn2C)cc(Br)c1OC,105,-0.4
CCCn1cnc2cc(NCc3ccccc3OCC)ccc21,108,0.7
CSc1nc2ccc(NC(=O)c3ccc4ncsc4c3)cc2s1,101,0.2
CCOc1ccc(N2CC(C#N)=C3c4cc(OC)c(OC)cc4CCN3C2)cc1,101,-0.2
Cc1ccc(-c2nc(C(=O)NCCN3CCc4ccccc4C3)c3n2CCCCC3)cc1,105,0.4
CCCCCC(=O)Nc1ccc2oc(-c3cccnc3)nc2c1,105,0.6
CC(C(O)c1ccccc1)N(C)S(=O)(=O)c1ccc(Cl)cc1 (centres undefined),102,0.1
Cc1ccn2c(=O)cc(CSc3nnc(C)s3)nc2c1,108,0.4
c1ccc2c(c1)ncn2-c1ncnc2sc3c(c12)CCCC3,100,-0.3
COc1cccc(OC)c1CN(C)C(=O)c1cnc(Oc2ccccc2)cc1C(F)(F)F,103,-0.1
O=C(NC1CCCCC1)c1ccc2c(c1)N(Cc1cccc(Cl)c1)C(=O)c1ccccc1S2(=O)=O,106,0
CSc1nn(C)c2cnn(C)c(=O)c12,55*,-7.9*
O=C(c1ccccc1Br)N1CCN(c2ccccc2)CC1,100,-0.5

# Complete entries from above:
# Results for `c1ccc2c(c1)ncn2-c1ncnc2sc3c(c12)CCCC3` → PV pol inh: 100; PV pol inh FP z-score: -0.3
# Results for `Cc1ccn2c(=O)cc(CSc3nnc(C)s3)nc2c1` → PV pol inh: 108; PV pol inh FP z-score: 0.4

# Some of these compounds in order of length of the SMILES, highest first.
SMILES,PV pol inh,PV pol inh FP z-score
O=C(NC1CCCCC1)c1ccc2c(c1)N(Cc1cccc(Cl)c1)C(=O)c1ccccc1S2(=O)=O,106,0
Cc1ccc(-c2nc(C(=O)NCCN3CCc4ccccc4C3)c3n2CCCCC3)cc1,105,0.4
CCOc1ccc(N2CC(C#N)=C3c4cc(OC)c(OC)cc4CCN3C2)cc1,101,-0.2
c1ccc2c(c1)ncn2-c1ncnc2sc3c(c12)CCCC3,100,-0.3
CSc1nc2ccc(NC(=O)c3ccc4ncsc4c3)cc2s1,101,0.2
O=C(c1ccccc1Br)N1CCN(c2ccccc2)CC1,100,-0.5

# (cont.)
SMILES,PV pol inh,PV pol inh FP z-score
Cc1ccc(CSc2nc3cccnc3n2Cc2ccc(C(=O)NCc3ccco3)cc2)cc1,111,0.2
O=C(CO/N=C/c1ccco1)N1CCN(S(=O)(=O)c2ccc3ccccc3c2)CC1,100,-0.4
COc1cccc(OCCCSC(C)C)c1,101,0.3
COc1ccc(OC)c(S(=O)(=O)NCCc2sc(-c3ccc(C)cc3)nc2C)c1,111,0.9
CC(N=C1SCCN1C(=O)/C=C/c1ccco1)c1ccccc1 (centres undefined),101,-0.4
O=C(CN1C(=O)COc2ccccc21)NCc1ccccn1,100,-0.9
CCOC(=O)c1oc2ccccc2c1COC(=O)c1cccc(-n2cnnn2)c1,105,0.3
CCC(C)(C)NC(=O)c1cccc(S(=O)(=O)N2CCN(c3ccc(F)cc3)CC2)c1,97,-0.8
Cn1ccc(C(=O)OCC(=O)Nc2ccc(S(N)(=O)=O)cc2)n1,100,-0.6
O=C(CSc1nnc(-c2ccc(Cl)cc2)o1)c1ccc([N+](=O)[O-])cc1,107,0.4
CCCc1cc(-c2ccc(O)c(OCC)c2)c(C#N)c(N)n1,100,-0.7
COc1cccc(-c2nc(CS(=O)(=O)CC(=O)NCc3ccc(C)cc3)c(C)o2)c1,107,0.2
O=C(CCCc1nc2ccccc2c(=O)[nH]1)Nc1ccc(F)c(Cl)c1,106,0.5
CCc1nc2ccc(C(=O)NCc3cccc(Br)c3)cc2nc1CC,109,0.6
CCc1nc2ccccc2c(NC(=O)CN(CC)CC)c1C,104,0.7
CCC(Sc1nc2nccnc2c(=O)n1Cc1ccc(OC)cc1)C(=O)NC1CCCCC1 (centres undefined),112,1

# Screening data: PubChem, ICCB-Longwood Screening Facility, Harvard Medical School
